Screening data deposited in PubChem by National Center for Advancing Translational Sciences (NCATS).
ATXN viability: Viability Counterscreen for Primary qHTS for Inhibitors of ATXN expression | S2 cells (HEK-293 line with an ATXN2-luciferase reporter) viability, CellTiter-Fluor protease fluorescence, 24 h | Potency, µM (series often up to 56.7 µM), hits mostly cytotoxic | hit rate 0.49% among 400,000 | AID 651635, 2014; also: potency is read from the fitted curve at half-maximal effect; nearly all actives have a fitted effect of over 40% in size
EPAC2 agonist: qHTS for Agonist of cAMP-regulated guanine nucleotide exchange factor 4 (EPAC2): primary screen. EPAC2 activation, biochemical qHTS; response scale: 100% = 6.5 mM cAMP response. Potency, µM (series often up to 154 µM), for the others: top-dose activation, hits mostly activators. hit rate 0.079% among 360,000; also: potency is read from the fitted curve at half-maximal effect; nearly all actives have a fitted effect of over 50% in size
Target sequence (Q8WZA2 whole entry, looked up): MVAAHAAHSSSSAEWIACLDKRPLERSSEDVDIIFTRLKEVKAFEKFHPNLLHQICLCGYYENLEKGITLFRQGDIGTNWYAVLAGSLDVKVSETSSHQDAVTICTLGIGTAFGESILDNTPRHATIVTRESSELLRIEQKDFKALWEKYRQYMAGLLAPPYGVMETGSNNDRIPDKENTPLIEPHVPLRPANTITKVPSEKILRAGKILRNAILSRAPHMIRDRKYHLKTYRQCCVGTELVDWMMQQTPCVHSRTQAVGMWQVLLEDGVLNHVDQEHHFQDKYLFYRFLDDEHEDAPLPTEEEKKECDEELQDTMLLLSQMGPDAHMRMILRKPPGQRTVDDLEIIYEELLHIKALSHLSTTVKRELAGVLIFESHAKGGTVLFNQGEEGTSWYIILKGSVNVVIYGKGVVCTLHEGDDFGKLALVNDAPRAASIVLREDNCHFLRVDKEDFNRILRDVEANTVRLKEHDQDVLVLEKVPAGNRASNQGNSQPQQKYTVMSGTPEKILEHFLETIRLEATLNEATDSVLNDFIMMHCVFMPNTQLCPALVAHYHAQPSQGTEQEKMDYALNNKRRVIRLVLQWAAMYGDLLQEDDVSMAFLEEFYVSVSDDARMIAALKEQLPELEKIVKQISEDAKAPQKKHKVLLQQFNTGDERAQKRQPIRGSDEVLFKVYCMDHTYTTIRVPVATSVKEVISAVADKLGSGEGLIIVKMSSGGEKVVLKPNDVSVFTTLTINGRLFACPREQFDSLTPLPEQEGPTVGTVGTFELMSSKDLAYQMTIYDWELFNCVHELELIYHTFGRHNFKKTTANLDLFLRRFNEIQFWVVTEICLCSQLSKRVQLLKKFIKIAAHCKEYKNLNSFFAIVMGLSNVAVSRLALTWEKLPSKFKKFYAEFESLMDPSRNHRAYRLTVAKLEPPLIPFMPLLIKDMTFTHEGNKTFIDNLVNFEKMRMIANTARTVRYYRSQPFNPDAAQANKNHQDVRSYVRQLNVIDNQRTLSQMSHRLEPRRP
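Compounds were added across a concentration range to EPAC2 (100 nM), RAP1B-BODIPY-GDP (250 nM) and GDP (50 uM). After 5 min at room temperature, fluorescence was recorded at 5-min intervals for 30 min.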
A549 tox: Nrf2 qHTS screen for inhibitors: counterscreen for cytotoxicity | Potency, µM (highest dose often 46 µM), for the others: at the highest dose activity change, negative = cytotoxicity, actives largely listed as inhibitors | A549 ARE-Fluc cells, CellTiter-Fluor viability, 18-24 h | hit rate 0.16% among 390,000; also: potency is read from the fitted curve at half-maximal effect; % is scaled to controls: 0 for no effect and ±100 for the full control effect
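A549 ARE-Fluc cells in 5% FBS OPTI-MEM, 5000 cells/well, rested 2 h then exposed to compounds in concentration-response for 18-24 h at 37 °C. Viability by CellTiter-Fluor fluorescence (Ex 405/Em 525) after 30 min; luciferase luminescence (BugLite, 15 min, RT) read afterwards.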
Nrf2 activator: qHTS of Nrf2 Activators. hit rate 0.31% among 410,000. Potency, µM (top dose mostly 46.1 µM), for the others: at the highest dose activation, actives largely listed as activators. AREc32 ARE-luciferase reporter (MCF7-derived line), luminescence, 24 h; also: potency is read from the fitted curve at half-maximal effect; % of control where 0% means no effect; nearly all actives have a fitted effect of over 65% in size
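Reporter line AREc32 (ARE-Fluc), seeded overnight in OPTI-MEM with 5% FBS; compound pin-transferred, 24 hr at 37 deg C, 5% CO2; luminescent read-out.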
TGFb inhibitor: qHTS for Inhibitors of TGF-b | HepG2 CAGA-GFP TGF-b/SMAD3 reporter, GFP fluorescence, 18 h; TGF-beta stimulated, 500 pg/mL final | Potency, µM (titrated, usually from 46.1 µM), for inactives: at the top dose activity, negative = inhibition, most hits filed as inhibitors | hit rate 1.2% among 410,000; also: potency is read from the fitted curve at half-maximal effect; % is scaled to controls: 0 for no effect and ±100 for the full control effect; nearly all actives have a fitted effect of over 65% in size
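Read-out: total well GFP (ex488/em500-530) summed from mean per-cell fluorescence. Cells: HEPG2 CAGA-GFP, 1% FBS DMEM, 18 h at 37 degrees C with 500 pg/mL final TGF-beta. Unstimulated wells served as the full-inhibition control; stimulated DMSO wells = 0%.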
IL-2 act: qHTS of IL-2 Activators. IL-2 activation reporter assay, cell-based qHTS; stimulated with anti-CD3/CD4/CD28 beads; in transgenic mouse T cells. activation, % (series mostly up to about 46 µM). hit rate 0.065% among 360,000. AID 652025, 2013; in the data active = activation above about 50%; inconclusive = mostly about 30% to 49%; also: 0% is about no effect
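Readout is EGFP and DsRed signal by fluorescent plate cytometry after 18 h at 37 degrees C. Transgenic mouse T cells (750/well) received compound for 60 min before bead stimulation (anti-CD3, anti-CD4, anti-CD28); memory T cells served as non-tolerant control.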
ATXN2 expr inh: Primary qHTS for Inhibitors of ATXN expression. HEK-293 ATXN2-luciferase reporter, luminescence, 24 h. Potency, µM (series often up to 57 µM), for inactives: top-dose activity change, negative = inhibition, most hits filed as inhibitors. hit rate 0.72% among 360,000. AID 1745845, 2022; also: potency is read from the fitted curve at half-maximal effect; % is scaled to controls: 0 for no effect and ±100 for the full control effect; nearly all actives have a fitted effect of over 55% in size
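qHTS (up to 57 uM final) was run with 24 h compound exposure of reporter cells at 37 °C. Each well was multiplexed: SteadyGlo luminescence measured ATXN2-luciferase expression after a fluorogenic Gly-Phe-AFC viability readout (25 uM final).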
HepG2 tox: qHTS for Inhibitors of TGF-b: Cytotox Counterscreen; Potency, µM (top dose mostly 46.1 µM), for inactives: at the top dose activity change, negative = cytotoxicity, most hits filed as cytotoxic; hit rate 0.76% among 410,000; HepG2 CAGA-GFP viability, ATP luminescence, 18 h; AID 588856, 2011; also: potency is read from the fitted curve at half-maximal effect; some results filed as inactive show a strong effect at the top dose
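HepG2 CAGA-GFP cells (1000/well, DMEM with 1% FBS) received compound, then TGF-beta at 500 pg/mL final, and were incubated 18 hours at 37 degrees C. Viability was read by CellTiter-Glo luminescence. Media-only wells were set as complete cell-killing and DMSO as no toxicity.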
Nrf2 inh: Nrf2 qHTS screen for inhibitors; A549 ARE-Fluc reporter, luciferase luminescence, 18-24 h; Potency, µM (doses to about 46 µM), for inactives: top-dose activity change, negative = inhibition, most hits filed as inhibitors; hit rate 2.1% among 360,000; AID 504444, 2011; also: potency is read from the fitted curve at half-maximal effect; % is scaled to controls: 0 for no effect and ±100 for the full control effect; nearly all actives have a fitted effect of over 60% in size
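Reporter: ARE-Fluc in A549. Exposure: 18-24 h, 37 °C, 5% CO2, 5% FBS OPTI-MEM. Readouts: fluorescent cytotoxicity (CellTiter-Fluor), then luminescent Nrf2 signal after BugLite.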
The depositor's hits bear a star; i = inactive; ? = inconclusive; / = not tested or not shown; & = joins results of further samples; [ ] = another dose, or the depositor's remark. Unless noted, calls follow the shape of the dose curve; as a rule, active = well fitted curve in the direction sought with a large enough effect; inconclusive = small, poorly fitted or top-dose-only effect, or another doubt; inactive = no such curve, though single readings can be large; an effect the other way counts as inactive or inconclusive. Rows are unselected. About 4.3% of those tested had a hit in this group.

nr	structure	IL-2 act	ATXN viability	ATXN2 expr inh	EPAC2 agonist	Nrf2 activator	A549 tox	Nrf2 inh	HepG2 tox	TGFb inhibitor
1	COc1ccc(N2CCN(C(=O)CCc3nnc4n(C)c(=O)c5sccc5n34)CC2)cc1	/	i	14.9%	/	-0.1%	-0.9%	-3.0%	9.6%	8.4%
2	COc1ccc(S(=O)(=O)N2CCN(c3ccccc3F)CC2)cc1-c1noc(C)n1	/	/	/	/	3.3%	?	?	-0.6%	9.8%
3	CCOc1ccc(/C=C/c2nc(C#N)c(N3CCN(c4ccccc4)CC3)o2)cc1	/	/	/	/	0.4%	9.9%	9.1%	2.1%	-0.4%
4	COc1cc(/C=C2\SC(=S)N(NS(=O)(=O)c3ccc(C)cc3)C2=O)cc(OC)c1OC	-0.6	i	-4.5%	-3.5%	-0.2%	-11.1%	?	5.2%	-1.4%
5	NS(=O)(=O)c1cccc(NC(=O)COC(=O)/C=C/c2ccco2)c1	-3.1	i	-16.3%[11.3 µM]	5.1%	15.4%	-0.3%	?	5.0%	1.9%
6	CCc1ccccc1NC(=O)c1ccc([N+](=O)[O-])s1	-0.7	i	?	8.0%	0.1%	-21.9%	-20.6%	11.2µM*	11.2µM*
7	CC(C)NC(=O)N(C)C[C@H]1Oc2ccc(NC(=O)Nc3ccccc3)cc2C(=O)N([C@@H](C)CO)C[C@@H]1C	-0.5	i	3.2%	-3.8%	0.0%	0.7%	2.4%	18.3%	17.0%
8	O=C(NCc1ccc(F)cc1)Nc1ccccc1	-2.5	i	0.0%	11.0%	0.9%	-1.4%	?	0.7%	-0.1%
9	O=C(CSc1ccc(-c2ccc(F)cc2)nn1)NCC1CCCO1 (stereo not given)	-1.5	i	-4.2%	3.6%	0.5%	0.3%	0.4%	-15.5%	1.5%
10	CCc1ccc(C2C(C#N)=C(N)N(N(C)C)C3=C2C(=O)CCC3)s1 (stereo not given)	-2.4	?	5.2%	-6.5%	-0.5%	-11.3%	14.4%	-1.4%	8.2%
11	O=C(/C=C/c1ccc(Cl)cc1)c1ccc([N+](=O)[O-])o1	-0.7	11.2µM*	?	-5.7%	24.2%	-17.5%	-20.1%	-57.0%	3.55µM*
12	CC(C)CCN1CCN(Cc2cccc3cccnc23)CC1CCO (stereo not given)	-0.8	i	7.1%	-2.7%	2.3%	-1.7%	17.6%	-28.8%	-12.5%
13	O=C(CSc1n[nH]c(-c2ccco2)n1)Nc1ccc(F)cc1	-1.6	i	2.8%	6.0%	0.8%	-12.6%	2.3%	-5.1%	1.5%
14	O=c1n(Cc2ccc([N+](=O)[O-])cc2)c2ccccc2c2nc(-c3ccccc3)nn12	/	/	/	/	6.6%	12.3%	/	-9.4%	19.3%
15	CCNC(=O)CP(=O)(c1ccccc1)c1ccccc1	-2.6	i	-5.9%	12.8%	-0.3%	-1.1%	/	-16.0%	-4.7%
16	CC(=O)Nc1ccc(NC(=O)c2c(C)nn(Cc3ccccc3Cl)c2C)cc1	0.7	i	2.7%	3.6%	-0.2%	2.0%	-6.9%	9.6%	1.1%
17	CC(C)(C)OC(=O)NCCc1nnc(SCC(=O)c2ccc(Cl)cc2)o1	-2.4	i	-6.4%	0.6%	-0.8%	-0.4%	-18.1%	-31.7%	-5.8%
18	COc1cccc(CNc2ncnc3ccc(-c4c(C)noc4C)cc23)c1	-0.7	i	69.5%[activator]	3.0%	26.3%	-0.5%&-4.1%	11.6µM*	-33.0%	?
19	N#Cc1c(N)sc(=S)c2c1CCCC2	0.6	i	-6.1%	-9.0%	-0.1%	-11.3%	-9.5%	-33.3%	-14.4%
20	Nc1ncc(Br)cc1S(=O)(=O)NCCC(=O)NCCc1ccccc1	1.7	i	28.0%	5.0%	1.3%	-6.9%	6.3%	0.7%	7.4%
21	Cc1ccccc1NC(=O)N1CCCC(c2nc(-c3ccc(C(C)C)cc3)no2)C1 (stereo not given)	1.1	?	-24.1%	11.2%	-0.7%	?	5.8µM*	-15.8%	-28.9%
22	COc1ccc(CCNC(=O)c2cc(-c3cc(C)cc(C)c3O)n[nH]2)cc1OC	-1.4	i	?	1.4%	0.2%	-0.6%	?	-12.9%	?
23	CN1CCN(c2ccc([N+](=O)[O-])cc2S(=O)(=O)N2CCOCC2)CC1	-1.7	i	1.8%	2.8%	0.2%	18.8%	11.0%	12.4%	0.2%
24	CCOC(=O)C1(Cc2ccc(Cl)cc2)CCN(C(=O)c2cc(C)nc(C)n2)CC1	1.3	i	-11.4%	4.5%	0.3%	6.7%	-5.0%	-14.2%	-9.2%
25	CCN(CC)CCCNC(=S)N(Cc1cccnc1)Cc1cc2cc(C)ccc2[nH]c1=O	-1.5	i	-10.3%	12.1%	-0.2%	-1.9%	0.2%	5.6%	10.3%

Going on with the list.
nr	structure	IL-2 act	ATXN viability	ATXN2 expr inh	EPAC2 agonist	Nrf2 activator	A549 tox	Nrf2 inh	HepG2 tox	TGFb inhibitor
26	Cc1ccc(CN(Cc2ccco2)C(=O)COc2ccc(Cl)cc2Cl)cc1	/	i	-21.1%	/	5.5%	?	-16.0%	-25.0%	?
27	O=C(Nc1ccc(NC(=S)NC(=O)c2ccco2)cc1)c1ccccc1	0.6	i	5.0%	0.8%	3.4%	-0.7%	11.6%	-17.6%	3.4%
28	Cc1ccc(N2N=C(C(=O)O)CCC2=O)cc1Cl	2.2	i	4.2%	-0.6%	0.2%	0.0%	2.7%	2.3%	9.1%
29	Cc1ccc(C(=O)Nc2cc3ccccc3oc2=O)cc1	-0.5	i	?	7.6%	-0.2%	1.1%	?	-2.8%	-1.4%
30	COC(=O)[C@@]1(Cc2ccccc2)[C@H]2C(=O)N(Cc3ccccc3)C(=O)[C@H]2[C@H]2CN=C(SCc3ccc(Cl)cc3)N21	0.1	i	-7.4%	8.8%	5.4%	-4.7%	-26.8%	-26.6%	?
31	Cc1cc(SCC(=O)c2ccccc2)n2nc(C)nc2n1	-2.8	i	12.8%	3.7%	?	14.4%	-14.8%	-28.3%	-6.8%
32	COc1ccc(C(=O)NCc2cccnc2)cc1OC	-1.0	i	3.1%	12.5%	-0.7%	-3.2%	-14.2%	16.0%	-2.2%
33	O=C(Nc1ccc(OCC(=O)N2CCOCC2)cc1)Nc1cccc2ccccc12	-0.5	i	-1.6%	-8.8%	-0.7%	6.0%	-17.9%	-4.0%	-7.0%
34	C/C(=N\NC(=O)c1ccc([N+](=O)[O-])cc1Cl)c1ccccc1	1.0	i	/	2.4%	5.0%	5.2%	?	-3.9%	-11.1%
35	CNC(=O)C[C@H]1C(=O)N(c2ccccc2)C[C@@H]1Cc1ccccc1	-0.7	i	-10.1%	3.0%	-0.1%	/	/	-8.4%	18.2%
36	CCc1ccc(CNC(=O)c2nn(-c3ccc(OC)c(Cl)c3)c(=O)c3c2c2ccccc2n3C)cc1	/	i	10.9%	/	-0.6%	8.3%	7.4%	-19.6%	-12.5%
37	C[N+]1(CC(O)COc2ccccc2)CCN(C(=O)c2ccc([N+](=O)[O-])cc2)CC1 (stereo not given)	0.2	i	-0.6%	5.7%	-0.7%	1.9%	-10.3%	-2.8%	29.9%
38	CCOC(=O)N1CCC(NC(=O)C2CCN(S(=O)(=O)c3cnc[nH]3)CC2)CC1	-1.7	i	1.8%	?	-0.3%	-3.6%	0.4%	0.3%	-6.3%
39	Cc1ccc(C)c(S(=O)(=O)N2CCN(C(=O)[C@H](C)N3C(=O)C4CC=CCC4C3=O)CC2)c1 (stereo not given in full)	-0.1	i	-17.7%	-5.0%	-1.0%	-17.5%	-28.3%	-1.6%	-2.6%

Exported with two lines to a compound: part of the list above
Order of values – IL-2 act | ATXN viability | ATXN2 expr inh | EPAC2 agonist | Nrf2 activator | A549 tox | Nrf2 inh | HepG2 tox | TGFb inhibitor
[27] O=C(Nc1ccc(NC(=S)NC(=O)c2ccco2)cc1)c1ccccc1
 : 0.6 | i | 5.0% | 0.8% | 3.4% | -0.7% | 11.6% | -17.6% | 3.4%
[35] CNC(=O)C[C@H]1C(=O)N(c2ccccc2)C[C@@H]1Cc1ccccc1
 : -0.7 | i | -10.1% | 3.0% | -0.1% | / | / | -8.4% | 18.2%
[33] O=C(Nc1ccc(OCC(=O)N2CCOCC2)cc1)Nc1cccc2ccccc12
 : -0.5 | i | -1.6% | -8.8% | -0.7% | 6.0% | -17.9% | -4.0% | -7.0%
[31] Cc1cc(SCC(=O)c2ccccc2)n2nc(C)nc2n1
 : -2.8 | i | 12.8% | 3.7% | ? | 14.4% | -14.8% | -28.3% | -6.8%
[30] COC(=O)[C@@]1(Cc2ccccc2)[C@H]2C(=O)N(Cc3ccccc3)C(=O)[C@H]2[C@H]2CN=C(SCc3ccc(Cl)cc3)N21
 : 0.1 | i | -7.4% | 8.8% | 5.4% | -4.7% | -26.8% | -26.6% | ?
[26] Cc1ccc(CN(Cc2ccco2)C(=O)COc2ccc(Cl)cc2Cl)cc1
 : / | i | -21.1% | / | 5.5% | ? | -16.0% | -25.0% | ?
[29] Cc1ccc(C(=O)Nc2cc3ccccc3oc2=O)cc1
 : -0.5 | i | ? | 7.6% | -0.2% | 1.1% | ? | -2.8% | -1.4%
